Screening results as filed in PubChem.
aGlu spleen mod: lysosomal alpha-glucosidase (human) modulation. hit rate 0.006% among 240,000. Potency, µM (top dose mostly 79.9 µM), for inactives: at the highest dose activity change, negative = inhibition, most hits filed as inhibitors. P10253. human spleen homogenate, 4-MU-alpha-glucoside fluorescence;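 note: 0% = enzyme with vehicle and -100% = no enzyme basal signal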
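Human spleen homogenate (1 ug) with 4-methylumbelliferyl-alpha-D-glucopyranoside (1 mM final) in 50 mM citrate/phosphate pH 5.0, 0.01% Tween-20; 40 min at 37 C. Stopped at pH 10; 4-MU fluorescence Ex 365/Em 440 nm; AC50 by Hill fit.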
ALDH1A1 inh: inhibitors of human aldehyde dehydrogenase 1A1. Purified ALDH1A1, NADH fluorescence, propionaldehyde substrate. P00352. Potency, µM (highest dose often 75.3 µM), inactives show at the top dose activity, negative = inhibition, most hits filed as inhibitors. AID 1030. hit rate 7.3% among 220,000; active = well fitted inhibition curve with a large enough effect, not every such curve was filed as active; inconclusive = small, poorly fitted or top-dose-only effect, or another doubt; inactive = no such curve, though single readings can be large or run the other way;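 note: plate controls were no enzyme wells and a reference inhibitor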
Target sequence (P00352 whole entry, looked up): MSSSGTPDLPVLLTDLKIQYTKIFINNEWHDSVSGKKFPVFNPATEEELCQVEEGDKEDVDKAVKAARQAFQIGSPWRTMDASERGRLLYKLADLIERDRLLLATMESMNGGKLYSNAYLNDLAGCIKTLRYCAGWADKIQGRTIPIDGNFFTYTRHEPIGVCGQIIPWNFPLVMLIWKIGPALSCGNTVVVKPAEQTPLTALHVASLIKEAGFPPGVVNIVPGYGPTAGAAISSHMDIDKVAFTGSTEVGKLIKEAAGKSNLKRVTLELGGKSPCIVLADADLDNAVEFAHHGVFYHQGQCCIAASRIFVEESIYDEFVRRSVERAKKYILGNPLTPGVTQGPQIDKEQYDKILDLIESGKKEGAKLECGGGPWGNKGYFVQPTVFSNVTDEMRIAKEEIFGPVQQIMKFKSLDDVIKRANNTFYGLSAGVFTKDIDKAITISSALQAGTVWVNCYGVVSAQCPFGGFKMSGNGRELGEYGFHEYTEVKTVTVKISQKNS
GLA spleen mod: alpha-galactosidase A (human) modulation. P06280. AID 2107. hit rate 0.008% among 240,000. Potency, µM (top dose mostly 80 µM), inactives show at the top dose activity change, negative = inhibition, hits mostly inhibitors. human spleen homogenate, 4MU-alpha-Gal fluorescence, 40 min;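 note: 0% = enzyme with vehicle and -100% = no enzyme basal signal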
Target sequence (P06280 32-429 limits assumed): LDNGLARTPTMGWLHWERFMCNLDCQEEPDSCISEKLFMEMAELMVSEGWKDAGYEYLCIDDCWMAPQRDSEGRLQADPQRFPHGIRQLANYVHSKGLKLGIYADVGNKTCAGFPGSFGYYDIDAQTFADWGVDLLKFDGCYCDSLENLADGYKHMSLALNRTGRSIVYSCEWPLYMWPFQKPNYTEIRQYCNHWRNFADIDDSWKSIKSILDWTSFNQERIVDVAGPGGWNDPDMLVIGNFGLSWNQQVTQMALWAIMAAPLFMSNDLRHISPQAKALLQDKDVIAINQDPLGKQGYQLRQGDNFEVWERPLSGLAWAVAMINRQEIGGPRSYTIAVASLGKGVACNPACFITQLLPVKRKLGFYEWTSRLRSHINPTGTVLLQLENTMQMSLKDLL
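Human spleen homogenate (1 ug) as enzyme source, 4-methylumbelliferyl-alpha-D-galactopyranoside 1 mM final, citrate/phosphate pH 5.0 with 0.01% Tween-20. Compounds 40 min at 37C, NaOH/glycine stop; fluorescence Ex 365/Em 440, Hill-fit AC50.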
Starred values were filed as active, the others as inactive; & = joins results of further samples; ! = not confirmed by another sample. Unless noted, calls come from the whole dose curve; as a rule, active = well fitted curve in the direction sought with a large enough effect; inconclusive = small, poorly fitted or top-dose-only effect, or another doubt; inactive = no such curve, though single readings can be large; an effect the other way counts as inactive or inconclusive. Potency is the fitted concentration of half-maximal effect.

`O=c1c(-c2cc(F)cc(F)c2)nc2cnc(Nc3ccccc3)nc2n1C[C@H]1CCCO1` gave aGlu spleen mod 3%, ALDH1A1 inh 11% and GLA spleen mod -4%.
CC(CCl)OC(C)CCl (centres undefined) was read as aGlu spleen mod 2%, ALDH1A1 inh 2% and GLA spleen mod 2%.
O=S(=O)(c1ccccc1)N1CCC2(CCCN(Cc3ccccc3)C2)CC1 was read as aGlu spleen mod -9%, ALDH1A1 inh -15% and GLA spleen mod 6%.
Cc1nc2cnc(N3CCN(C)CC3)nc2n(C)c1=O was read as aGlu spleen mod -11%, ALDH1A1 inh inconclusive and GLA spleen mod 14%.
Screening COc1ccccc1-c1nccc(N2CCN(C)CC2)n1 returned aGlu spleen mod 6%, ALDH1A1 inh inconclusive and GLA spleen mod -6%.
`COCC(=O)N1CCC2(CCCN(Cc3ccccc3OC)C2)CC1` gave aGlu spleen mod -1%, ALDH1A1 inh 10% and GLA spleen mod 8%.
Screening COCCn1c(=O)c(-c2ccccc2)nc2cnc(OCc3ccccc3)nc21 returned aGlu spleen mod 6%, ALDH1A1 inh inconclusive and GLA spleen mod -2%.
Screening Cc1noc(C)c1C(=O)N1CCC2(CC1)CCN(C(c1ccccc1)c1ccccc1)CC2 returned aGlu spleen mod 10%, ALDH1A1 inh inconclusive and GLA spleen mod 25%.
CCC(=O)/C=C/C1C(C)=CCCC1(C)C (centres undefined) was read as aGlu spleen mod 3%, ALDH1A1 inh 13µM* and GLA spleen mod 7%.
For Cc1cccc(O)c1C the results were aGlu spleen mod 2%, ALDH1A1 inh -15% and GLA spleen mod 5%.
CN(C)Cc1ccccc1-c1cncnc1Nc1ccccc1 was read as aGlu spleen mod -6%, ALDH1A1 inh inconclusive and GLA spleen mod -4%.
`COc1ccc(-n2c(=O)c(-c3cccs3)nc3cnc(Nc4cccc(OC)c4)nc32)cc1` gave aGlu spleen mod 2%, ALDH1A1 inh -13% and GLA spleen mod 4%.
`COc1ccc(C(=O)N2CCC[C@@]3(CCN(C(=O)Nc4cccc(F)c4)C3)C2)cc1` gave aGlu spleen mod 7%, ALDH1A1 inh 0% and GLA spleen mod -2%.
`COc1ccccc1CNc1ncnc2ccc(-c3cccc(NS(C)(=O)=O)c3)cc12` gave aGlu spleen mod -3%, ALDH1A1 inh inconclusive and GLA spleen mod -5%.
For CN(Cc1ccco1)c1cc(-c2ccc3c(c2)OCO3)ncn1 the results were aGlu spleen mod 1%, ALDH1A1 inh inconclusive and GLA spleen mod 8%.

Molecules above that contain a halogen (three):
`O=c1c(-c2cc(F)cc(F)c2)nc2cnc(Nc3ccccc3)nc2n1C[C@H]1CCCO1` gave aGlu spleen mod 3%, ALDH1A1 inh 11% and GLA spleen mod -4%.
CC(CCl)OC(C)CCl (centres undefined) was read as aGlu spleen mod 2%, ALDH1A1 inh 2% and GLA spleen mod 2%.
`COc1ccc(C(=O)N2CCC[C@@]3(CCN(C(=O)Nc4cccc(F)c4)C3)C2)cc1` gave aGlu spleen mod 7%, ALDH1A1 inh 0% and GLA spleen mod -2%.

The list goes on.
CCO[Si](CCCN)(OCC)OCC was read as aGlu spleen mod 6%, ALDH1A1 inh 4% and GLA spleen mod -4%.
Screening CN(C)c1ncc2nc(-c3cc(F)cc(F)c3)c(=O)n(CCc3ccccc3)c2n1 returned aGlu spleen mod -4%, ALDH1A1 inh inconclusive and GLA spleen mod inconclusive.
Screening O=C(c1cnccn1)N1CCC2(CCCN(Cc3nccs3)C2)CC1 returned aGlu spleen mod 4%, ALDH1A1 inh 16% and GLA spleen mod 6%.
`N#CCCn1c(=O)c(-c2cccc(C#N)c2)nc2cnc(N3CCOCC3)nc21` gave aGlu spleen mod -12%, ALDH1A1 inh inconclusive and GLA spleen mod -5%.
`CN1CCN(c2ncc3nc(-c4cc(F)cc(F)c4)c(=O)n(-c4ccccc4)c3n2)CC1` gave aGlu spleen mod -1%, ALDH1A1 inh inconclusive and GLA spleen mod 0%.
Screening COc1ccc(Oc2ncc3nc(-c4cc(F)cc(F)c4)c(=O)n(C4CC4)c3n2)cc1 returned aGlu spleen mod -5%, ALDH1A1 inh inconclusive and GLA spleen mod -5%.
Screening CN(C)c1ccc(C2(c3ccc(N(C)C)cc3)OC(=O)c3cc(N(C)C)ccc32)cc1 returned aGlu spleen mod -3%, ALDH1A1 inh inconclusive and GLA spleen mod 4%.
For Cc1cnc(CNc2ncncc2-c2cccc(NS(C)(=O)=O)c2)cn1 the results were aGlu spleen mod 9%, ALDH1A1 inh 14% and GLA spleen mod 10%.
Screening CCCCC=O returned aGlu spleen mod 5%, ALDH1A1 inh 5% and GLA spleen mod 2%.
For c1nc(N2CCOCC2)c2cc(-c3ccoc3)ccc2n1 the results were aGlu spleen mod 5%, ALDH1A1 inh 22µM* and GLA spleen mod 0%.
`O=c1c(-c2cccc(Cl)c2)nc2cncnc2n1-c1ccccc1` gave aGlu spleen mod 4%, ALDH1A1 inh -7% and GLA spleen mod 1%.
For COc1ccccc1-c1ccc2ncnc(NC3CCNCC3)c2c1 the results were aGlu spleen mod 1%, ALDH1A1 inh inconclusive and GLA spleen mod -23%.
For O=C(c1cnccn1)N1CCC2(CC1)CN(c1ccncc1)C2 the results were aGlu spleen mod -6%, ALDH1A1 inh -2% and GLA spleen mod -4%.
`Cc1cnc(CNc2cc(-c3ccc4c(c3)OCO4)ncn2)cn1` gave aGlu spleen mod 9%, ALDH1A1 inh inconclusive and GLA spleen mod 1%.
For Clc1ccccc1-c1nc(Nc2ccncc2)c2ccccc2n1 the results were aGlu spleen mod 11%, ALDH1A1 inh inconclusive and GLA spleen mod 2%.

Fetched one by one from above:
For CN(Cc1ccco1)c1cc(-c2ccc3c(c2)OCO3)ncn1 the results were aGlu spleen mod 1%, ALDH1A1 inh inconclusive and GLA spleen mod 8%.
`O=c1c(-c2cccc(Cl)c2)nc2cncnc2n1-c1ccccc1` gave aGlu spleen mod 4%, ALDH1A1 inh -7% and GLA spleen mod 1%.

Additional compounds follow:
Screening Cn1cc(-c2nc3cncnc3n(CCN)c2=O)c2ccccc21 returned aGlu spleen mod -7%, ALDH1A1 inh inconclusive and GLA spleen mod 13%.
Screening COc1ccccc1CNc1ncnc2ccc(-c3ccoc3)cc12 returned aGlu spleen mod -9%, ALDH1A1 inh inconclusive and GLA spleen mod -4%.
For O=S(=O)(O)c1ccccc1 the results were aGlu spleen mod -10%, ALDH1A1 inh -8% and GLA spleen mod -3%.
For COc1ccc(Oc2ncc3nc(C)c(=O)n(CCc4ccccc4)c3n2)cc1 the results were aGlu spleen mod -4%, ALDH1A1 inh 0.22µM* and GLA spleen mod -1%.
Screening COc1cccc(Nc2ncc3nc(-c4ccccc4)c(=O)n(C[C@H]4CCCO4)c3n2)c1 returned aGlu spleen mod -1%, ALDH1A1 inh 4% and GLA spleen mod 2%.
Screening O=c1cnc2cnc(N3CCNCC3)nc2n1Cc1ccc(F)cc1 returned aGlu spleen mod 3%, ALDH1A1 inh inconclusive and GLA spleen mod -9%.
Screening Clc1ccccc1-c1cncnc1NCCN1CCOCC1 returned aGlu spleen mod -2%, ALDH1A1 inh 9% and GLA spleen mod -30%.
CC(=O)OC(C(=O)c1ccccc1)c1ccccc1 (centres undefined) was read as aGlu spleen mod 2%, ALDH1A1 inh 22µM* and GLA spleen mod -14%.
`COCC(=O)N1CCC2(CCCN(c3ccncc3)C2)CC1` gave aGlu spleen mod 4%, ALDH1A1 inh 2% and GLA spleen mod 2%.
For COc1ncc2nc(-c3cc(F)cc(F)c3)c(=O)n(CCC#N)c2n1 the results were aGlu spleen mod -8%, ALDH1A1 inh inconclusive and GLA spleen mod 10%.
`CN(C)c1ccc(C(=C2C=CC(=[N+](C)C)C=C2)c2ccccc2)cc1` gave aGlu spleen mod 7%&-2%, ALDH1A1 inh 8.9µM*! and GLA spleen mod -13%&-10%.
Screening N#Cc1ccc(CN2CCCC3(CCN(C(=O)c4cccc(F)c4)CC3)C2)cc1 returned aGlu spleen mod 2%, ALDH1A1 inh inconclusive and GLA spleen mod 15%.
Fc1ccc(Nc2ncncc2-c2ccoc2)cc1 was read as aGlu spleen mod -2%, ALDH1A1 inh inconclusive and GLA spleen mod -9%.
Screening Cn1c(=O)c(-c2ccc(Cl)cc2)nc2cnc(N3CCNCC3)nc21 returned aGlu spleen mod -6%, ALDH1A1 inh inconclusive and GLA spleen mod 16%.
For COc1ccc(-n2c(=O)c(-c3cccc(Cl)c3)nc3cncnc32)cc1 the results were aGlu spleen mod -2%, ALDH1A1 inh 17% and GLA spleen mod 0%.
For Cn1c(=O)c(CCc2ccccc2)nc2cnc(OCc3ccccc3)nc21 the results were aGlu spleen mod -5%, ALDH1A1 inh 11µM* and GLA spleen mod 3%.
For CC(=O)N1CCC[C@@]2(CCN(Cc3nccs3)C2)C1 the results were aGlu spleen mod -3%, ALDH1A1 inh inconclusive and GLA spleen mod -6%.
Screening CN(C)C(=O)c1ccc(-c2nccc(N(C)Cc3ccco3)n2)cc1 returned aGlu spleen mod 4%, ALDH1A1 inh inconclusive and GLA spleen mod 4%.
O=C(c1cccc(F)c1)N1CCC2(CC1)CN(c1ccccc1)C2 was read as aGlu spleen mod 4%, ALDH1A1 inh inconclusive and GLA spleen mod 2%.
`N#Cc1cccc(-c2ccc3ncnc(NC4CCNCC4)c3c2)c1` gave aGlu spleen mod 12%, ALDH1A1 inh -12% and GLA spleen mod 10%.
`CC(=O)NCCNc1ncncc1-c1ccccc1CN(C)C` gave aGlu spleen mod -6%, ALDH1A1 inh 10% and GLA spleen mod -7%.
Screening CN1CCN(c2nc(-c3ccccc3C(F)(F)F)nc3ccccc23)CC1 returned aGlu spleen mod 2%, ALDH1A1 inh -6% and GLA spleen mod 0%.
Screening COc1ccc(NC(=O)N2CCCC3(CCN(S(=O)(=O)c4ccccc4)CC3)C2)cc1 returned aGlu spleen mod 0%, ALDH1A1 inh 14µM* and GLA spleen mod 2%.
`NS(=O)(=O)O` gave aGlu spleen mod -1%, ALDH1A1 inh 15% and GLA spleen mod 4%.
CS(=O)(=O)Nc1cccc(-c2cc(NCc3ccccc3)ncn2)c1 was read as aGlu spleen mod -6%, ALDH1A1 inh inconclusive and GLA spleen mod -1%.
`COc1ccc(C(=O)N2CCC3(CCCN(Cc4ccccc4)C3)CC2)cc1` gave aGlu spleen mod -6%, ALDH1A1 inh -5% and GLA spleen mod -7%.
`CNc1nc(-c2ccc(C(=O)N(C)C)cc2)nc2ccccc12` gave aGlu spleen mod 2%, ALDH1A1 inh 4% and GLA spleen mod -6%.
`COc1cccc(-c2ccc3ncnc(NC4CC4)c3c2)c1` gave aGlu spleen mod -3%, ALDH1A1 inh inconclusive and GLA spleen mod -3%.
For CC(=O)N1CCC2(CCCN(C(c3ccccc3)c3ccccc3)C2)CC1 the results were aGlu spleen mod -11%, ALDH1A1 inh -15% and GLA spleen mod 5%.
COCCNc1nc(-c2cccc(NS(C)(=O)=O)c2)nc2ccccc12 was read as aGlu spleen mod 1%, ALDH1A1 inh inconclusive and GLA spleen mod 4%.
CN(C)c1ccc(-c2cc(Nc3ccc(F)cc3)ncn2)cc1 was read as aGlu spleen mod 22%, ALDH1A1 inh inconclusive and GLA spleen mod inconclusive.
`Cc1cnc(CNc2cc(-c3cccnc3)ncn2)cn1` gave aGlu spleen mod 0%, ALDH1A1 inh -9% and GLA spleen mod -3%.
For COc1ccc2[nH]cc(CCNc3cc(-c4cccnc4)ncn3)c2c1 the results were aGlu spleen mod 0%, ALDH1A1 inh inconclusive and GLA spleen mod -4%.
`O=c1c(-c2ccc(F)c(F)c2)nc2cncnc2n1Cc1ccccc1Cl` gave aGlu spleen mod 8%, ALDH1A1 inh -2% and GLA spleen mod 4%.
`CCOC(C)(C)C` gave aGlu spleen mod -3%, ALDH1A1 inh 6% and GLA spleen mod 4%.
For O=C(c1cc(C(F)(F)F)cc(C(F)(F)F)c1)N1CCC2(CC1)CN(c1ccccn1)C2 the results were aGlu spleen mod 1%, ALDH1A1 inh inconclusive and GLA spleen mod 0%.
For CS(=O)(=O)N1CCC2(CC1)CN(c1ccncc1)C2 the results were aGlu spleen mod -11%, ALDH1A1 inh 3% and GLA spleen mod -3%.
O=C(c1cnccn1)N1CCC[C@@]2(CCN(c3ccccn3)C2)C1 was read as aGlu spleen mod -9%, ALDH1A1 inh 10% and GLA spleen mod -2%.
For CN(C)C(=O)c1ccc(-c2cncnc2Nc2ccc(F)cc2)cc1 the results were aGlu spleen mod 7%, ALDH1A1 inh 11µM* and GLA spleen mod -3%.
`O=c1c(-c2cc(F)cc(F)c2)nc2cnc(N3CCNCC3)nc2n1-c1ccccc1` gave aGlu spleen mod 1%, ALDH1A1 inh inconclusive and GLA spleen mod 20%.
`Cc1cnc(CNc2nc(-c3ccoc3)nc3ccccc23)cn1` gave aGlu spleen mod 7%, ALDH1A1 inh inconclusive and GLA spleen mod -2%.

The list is partial; count on the stated rates, not on these rows.
